Source: PubChem
Casp6 inh – blocks human caspase-6 cleavage activity; inhibition, % at 12.5 µM; purified caspase-6, Z-VEID-R110 cleavage fluorescence; P55212; 350,000 compounds, 0.53% hits;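 active = mean inhibition across replicates at least about 35%, with every replicate also reaching that limit, limit read from the data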;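 note: 0% = median of neutral control wells and 100% = no fluorescence left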
Target sequence (P55212 24-179 limits assumed): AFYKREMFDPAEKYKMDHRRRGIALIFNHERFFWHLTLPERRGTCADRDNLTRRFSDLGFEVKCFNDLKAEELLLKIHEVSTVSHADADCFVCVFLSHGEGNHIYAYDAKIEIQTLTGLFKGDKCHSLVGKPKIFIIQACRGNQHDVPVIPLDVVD
Target sequence (P55212 194-293 limits assumed): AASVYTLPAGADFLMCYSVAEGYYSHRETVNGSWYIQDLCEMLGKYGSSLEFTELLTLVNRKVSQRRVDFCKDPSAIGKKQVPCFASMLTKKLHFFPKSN
SIRT5 inh – blocks human SIRT5 desuccinylation of peptide; Purified SirT5, succinyl-peptide AMC, trypsin-coupled fluorescence; inhibition, % at 15 µM; 330,000 compounds, 1.1% hits; in the data active = inhibition above about 15%
Target sequence (Q9NXA8 whole entry, looked up): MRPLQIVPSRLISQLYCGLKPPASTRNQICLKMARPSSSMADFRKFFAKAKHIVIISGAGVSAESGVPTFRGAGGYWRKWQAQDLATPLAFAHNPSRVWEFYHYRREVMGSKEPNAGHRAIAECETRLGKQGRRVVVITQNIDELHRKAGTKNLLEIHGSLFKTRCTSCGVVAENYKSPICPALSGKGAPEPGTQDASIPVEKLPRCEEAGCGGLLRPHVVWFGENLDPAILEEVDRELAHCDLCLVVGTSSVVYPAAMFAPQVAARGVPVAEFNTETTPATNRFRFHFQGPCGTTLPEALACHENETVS
esBAF inh – inhibitors of esBAF chromatin remodeling in mouse ES cells; reporter increase, % at 12.5 µM; Bmi1-luciferase knock-in reporter, 24 h; 100% = twice the neutral-well signal; 350,000 compounds, 2% hits; in the data active = activation above about 40%;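 note: 0% = median of the plate's neutral control wells and 100% = double that signal; a rise in the Bmi1 reporter signal indicates esBAF inhibition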
FN deposit inh – fibronectin deposition inhibition; AH1F fibroblasts, Alexa488-fibronectin deposition fluorescence, overnight; inhibition, % at 12.6 µM; 350,000 compounds, 0.086% hits; AID 743247;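 active = mean inhibition across replicates of 30% or more, regardless of how many single replicates reach that level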;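 note: positive control wells lacked labelled fibronectin entirely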
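Material: AH1F fibroblast monolayer depositing Alexa488-labelled fibronectin into matrix | Input: 10000 AH1F cells/well | Medium: DMEM plus 2% serum, read in PBS | Reagent: Alexa488-fibronectin, 24 nM final in well | Compound dosing: One dose per compound, pinned | Schedule: 1 h adhesion, overnight exposure | Measured by: Fluorescence at 485 nm excitation, 525 nm emission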
S100A4 inh HTS – blocks human S100A4 binding to myosin IIA peptide; S100A4/TAMRA-MyoIIA peptide fluorescence polarization; 360,000 compounds, 0.14% hits; inhibition, % at 10.7 µM; P26447;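 active = mean inhibition of at least 70% across replicates, with every replicate also reaching that level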
Target sequence (P26447 whole entry, looked up): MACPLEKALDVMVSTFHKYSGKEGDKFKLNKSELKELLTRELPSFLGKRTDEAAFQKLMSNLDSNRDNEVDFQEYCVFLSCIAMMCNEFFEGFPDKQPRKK
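Material: S100A4 monomer (human). Medium: Calcium-containing HEPES buffer, pH 7.2. Probe or stimulus: labelled myosin peptide probe, 5 nM. Compound dosing: one concentration per compound. Timing: polarization read 5 min after assay mix addition, stable 5–60 min. Benchmarks: DMSO as neutral control, TFP as positive control.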
LGR2 inh – blocks bursicon-induced cAMP signaling via Drosophila LGR2. inhibition, % at 9.99 µM. HEK293 LGR2, CRE-luciferase, bursicon-stimulated, 4 h. 380,000 compounds, 0.35% hits;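 active = drop in luminescence signal, shown as inhibition above about 50% in the replicate tests, limit read from the data, passing the limit was not always enough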;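 note: agonist challenge used bursicon conditioned medium at about half maximal strength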
Statin myotox sup – protects C2C12 myotubes from simvastatin toxicity | ATP luminescence, 48 h; scaled: DMSO 0, geranylgeraniol control 100 | rescue of ATP level, % at 7.49 µM | 330,000 compounds, 0.78% hits;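 active = mean ATP rescue above about 67%, or every replicate alone reaching that limit, limit read from the data, passing the limit was not always enough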;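 note: myotubes were challenged with 10 µM simvastatin during compound exposure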
An asterisk follows results filed as active; . = no result given. The list is partial; count on the stated rates, not on these rows.

SMILES	Casp6 inh	SIRT5 inh	esBAF inh	FN deposit inh	S100A4 inh HTS	LGR2 inh	Statin myotox sup
Cc1ccc(S(=O)(=O)CCN2CCN(c3ccccc3)CC2)cc1	-2	-4	-1	0	-6	-4	-3
O=C(Oc1ccc(/C=N/NC(=O)c2ccccc2F)cc1)c1ccccc1	0	3	47*	-1	7	-16	-8
Cn1c(SCC(=O)c2c(N)n(C)c(=O)n(C)c2=O)nnc1-c1ccccc1	.	.	-8	7	.	-2	-2
COc1ccc2c(c1)CCc1c(C(=O)Nc3c(C)n(C)n(-c4ccccc4)c3=O)noc1-2	.	.	-4	-4	.	5	-2
CC1=C(C(=O)OCC(C)C)C(c2ccc(F)cc2)NC(=O)N1 (stereo not given)	1	.	3	2	-1	19	5
COc1cc(/C=N/NC(=O)c2ccccc2)ccc1O	-3	0	.	-6	-2	-49	.
COc1cccc(S(=O)(=O)Nc2ccc3c(c2)[C@@H]2C[C@H](CC(=O)NCc4ccccc4F)O[C@H](CO)[C@@H]2O3)c1	1	-3	4	.	-1	-4	-4
c1ccc2c(c1)CCc1c(-c3ccncc3)n[nH]c1-2	2	0	33	-7	-1	-6	8
O=C(NCCc1ccccc1)c1ccccc1Cl	-3	1	-63	7	-2	58*	-4
CC(=O)c1cccc(NS(=O)(=O)c2ccc3c(c2)oc(=O)n3C)c1	.	.	2	3	.	.	-6
COc1cccc(-n2cn[nH]c2=S)c1	1	-6	.	4	-2	19	.
C[C@H](CO)N1C[C@H](C)[C@H](CN(C)C(=O)C2CC2)Oc2cc(C#Cc3ccccn3)ccc2S1(=O)=O	-1	-1	-1	-6	13	-7	5
O=[N+]([O-])c1ccccc1/C=C/c1ccncc1	7	0	.	.	8	.	.
COC(=O)c1ccccc1NC(=O)CN1CCc2ccccc2C1	4	-3	4	6	2	13	18
CC1=C(C(=O)N(C(C)C)C(C)C)CC(CC(=O)NC2CCCC2)C(=O)N1CCCN1CCCC1=O (stereo not given)	1	-5	-2	3	1	3	3
O=C(CSc1n[nH]c(=O)n1Cc1ccccc1)Nc1ccc(N2CCOCC2)cc1	2	-2	-2	5	-1	-11	5
Cc1noc(-c2ccccc2)c1NC(=O)Nc1ccccc1	0	-2	-12	7	-1	12	8
CC1CN(CCCSc2ccc(Cl)cc2)CC(C)O1 (stereo not given)	-19	-6	.	4	-2	18	.
NCC(c1ccccc1)c1c[nH]c2ccccc12 (stereo not given)	0	-4	7	-3	-1	20	-7
COc1cccc(NC(=O)N2CC(=O)N3[C@@H](CO)[C@H](c4ccc(C#CCC5CCCC5)cc4)[C@@H]3C2)c1	2	20*	.	-7	-1	9	.
Cn1c(-c2sc3cc(C(F)(F)F)cnc3c2-c2cccnc2)n[nH]c1=S	.	.	-8	.	.	-5	139*
COc1ccc(CNC(=O)C2(C)Cc3c(-c4ccc5c(c4)OCO5)ccnc3O2)cc1OC (stereo not given)	5	-7	-8	-4	-10	11	26
COc1cccc(C(=O)Nc2ccc3nc(N4CCOCC4)cc(C)c3c2)c1	-1	.	-3	-9	16	-31	-4
CCCCN(Cc1ccco1)C(=O)c1cc2c(=O)[nH]c3ccc(C)cc3c2s1	0	-2	-7	2	1	10	21
CC(=O)Nc1ccc(S(=O)(=O)N=S(C)(C)=O)cc1	1	1	.	-1	-3	0	.
O=C(c1ccc2c(=O)n(C3CCCC3)c(=S)[nH]c2c1)N1CCc2ccccc21	.	.	-8	5	.	.	17
Cc1ccnc(NC(=O)CCNS(=O)(=O)c2ccc(C)c(C)c2)c1	-4	-3	16	5	-3	13	0
CC(C)NC(=O)N1C[C@@H]2[C@H](c3ccccc31)[C@@H](CO)N2C(=O)c1cccnc1	-2	3	-3	.	-4	17	14
Cc1c(CN2CCN(CC(C)(C)C)C(CCO)C2)[nH]c2ccccc12 (stereo not given)	2	-5	-12	-3	-1	0	-6
CC1(c2ccc3c(c2)OCCO3)NC(=O)N(CC(=O)c2ccc[nH]2)C1=O (stereo not given)	7	1	-6	-1	5	0	4
COc1ccc([C@H]2C[C@H](n3cc(COC(=O)c4ccccc4)nn3)[C@@H](O)CN2Cc2cccs2)cc1	-3	-2	-2	-5	-5	10	5
Cc1ccc(CSc2ccc(S(=O)(=O)N3CCCCC3)cn2)cc1	3	0	.	-7	0	2	.
Cc1ccc(NC(=S)NC2CC3CCCC(C2)N3Cc2ccco2)cc1 (stereo not given)	-4	2	7	3	1	14	-9
CC(=O)C12CCCCC1CC1[C@@H]3CC(C)C4=CC(=O)CC[C@]4(C)C3CC[C@@]12C (stereo not given in full)	-1	-6	3	0	-3	8	6
CCN(CC)S(=O)(=O)c1ccc(Cl)c(NC(=O)c2ccncc2)c1	-3	-4	6	14	-3	-4	6
Cc1ccc(-c2nc3ncccn3c2Nc2ccc3c(c2)OCO3)o1	.	.	23	1	.	.	14
O=C(C[C@@H]1C=C[C@H](NC(=O)C2CCOCC2)[C@H](CO)O1)Nc1ccccc1	3	5	.	.	-7	17	.
CC(C)C(=O)Nc1ccc2oc(-c3cc(F)c(F)cc3Cl)nc2c1	.	.	32	2	.	.	-10
Cc1ccc(S(=O)(=O)N2CCOCC2)cc1NC(=O)COC(=O)COc1ccccc1[N+](=O)[O-]	-1	1	-4	-4	0	5	8
O=C(Nc1nnc(S(=O)(=O)N2CCN(c3ccc(F)cc3)CC2)s1)c1ccco1	1	-1	0	11	-1	5	-2

Shown as a hit in esBAF inh, among the entries above:
Molecule	Casp6 inh	SIRT5 inh	esBAF inh	S100A4 inh HTS	LGR2 inh
O=C(Oc1ccc(/C=N/NC(=O)c2ccccc2F)cc1)c1ccccc1	0	3	47*	7	-16

Next part
SMILES	Casp6 inh	SIRT5 inh	esBAF inh	FN deposit inh	S100A4 inh HTS	LGR2 inh	Statin myotox sup
C[C@@H]1CCCCO[C@H](CN(C)C(=O)Nc2ccc(C(F)(F)F)cc2)[C@H](C)CN([C@H](C)CO)C(=O)c2cc(NS(=O)(=O)c3ccc(F)cc3)ccc2O1	-1	7	2	8	-2	2	.
COC(=O)c1c(-c2ccccc2)nn(-c2ccccc2)c1C(=O)OC	0	-1	-4	-9	-1	0	24
C[C@H](CO)N1C[C@H](C)[C@@H](CN(C)Cc2ccc(C(F)(F)F)cc2)Oc2ccc(NC(=O)CCCCCC(=O)Nc3ccccc3N)cc2CC1=O	-2	2	2	-16	-9	-45	106*
Cc1noc(C)c1NC(=O)N(C)C[C@H]1Oc2ccc(NC(=O)Nc3ccccc3)cc2CC(=O)N([C@H](C)CO)C[C@@H]1C	0	-11	6	0	19	-11	10
COc1ccc2oc(C(=O)NC(C)(C)C)c(C)c2c1	1	-4	.	1	3	-60	.
CCCCN(C(=O)c1ccc(S(=O)(=O)N2CCC(C)CC2)cc1)C1CCS(=O)(=O)C1 (stereo not given)	3	-1	-5	13	0	19	1
CN1c2ccc(-c3cccc(C#N)c3)cc2[C@H]2[C@H](CCN2S(=O)(=O)c2ccccc2)[C@@H]1CO	-1	1	-4	-6	3	0	-20
Cc1cc(C)c(S(=O)(=O)Nc2ccc(C(=O)O)cc2)cc1S(=O)(=O)Nc1ccc(C(=O)O)cc1	-15	-1	8	1	-4	-18	-1
C/C(=N\NC(=O)Cc1ccc(Cl)c(Cl)c1)c1cccnc1	-9	-5	.	8	3	0	.
CCn1c(C)cc(/C=C2\SC(=O)N(CC(=O)Nc3ccc(C)c(C)c3)C2=O)c1C	.	.	4	8	.	.	-34
CCCCCCC(=O)N1C/C=C\C(c2ccc(OC)cc2)N(Cc2ccc(F)cc2)C(=O)[C@H]1Cc1ccccc1 (stereo not given in full)	0	0	.	-7	-14	.	.
O=C(c1ccc2c(c1)OCO2)N1CCN(c2ccccc2F)CC1	.	.	18	1	.	.	-21

Entries of single compounds, looked up by structure.
COC(=O)c1ccccc1NC(=O)CN1CCc2ccccc2C1 across the screens: Casp6 inh = 4; SIRT5 inh = -3; esBAF inh = 4; FN deposit inh = 6; S100A4 inh HTS = 2; LGR2 inh = 13; Statin myotox sup = 18
CC(=O)C12CCCCC1CC1[C@@H]3CC(C)C4=CC(=O)CC[C@]4(C)C3CC[C@@]12C (stereo not given in full) across the screens: Casp6 inh = -1; SIRT5 inh = -6; esBAF inh = 3; FN deposit inh = 0; S100A4 inh HTS = -3; LGR2 inh = 8; Statin myotox sup = 6

Gathered by group, those above containing an aryl methoxy group.
SMILES	Casp6 inh	SIRT5 inh	esBAF inh	FN deposit inh	S100A4 inh HTS	LGR2 inh	Statin myotox sup
COc1ccc2c(c1)CCc1c(C(=O)Nc3c(C)n(C)n(-c4ccccc4)c3=O)noc1-2	.	.	-4	-4	.	5	-2
COc1cc(/C=N/NC(=O)c2ccccc2)ccc1O	-3	0	.	-6	-2	-49	.
COc1cccc(S(=O)(=O)Nc2ccc3c(c2)[C@@H]2C[C@H](CC(=O)NCc4ccccc4F)O[C@H](CO)[C@@H]2O3)c1	1	-3	4	.	-1	-4	-4
COc1cccc(-n2cn[nH]c2=S)c1	1	-6	.	4	-2	19	.
COc1cccc(NC(=O)N2CC(=O)N3[C@@H](CO)[C@H](c4ccc(C#CCC5CCCC5)cc4)[C@@H]3C2)c1	2	20*	.	-7	-1	9	.
COc1ccc(CNC(=O)C2(C)Cc3c(-c4ccc5c(c4)OCO5)ccnc3O2)cc1OC (stereo not given)	5	-7	-8	-4	-10	11	26
COc1cccc(C(=O)Nc2ccc3nc(N4CCOCC4)cc(C)c3c2)c1	-1	.	-3	-9	16	-31	-4
COc1ccc([C@H]2C[C@H](n3cc(COC(=O)c4ccccc4)nn3)[C@@H](O)CN2Cc2cccs2)cc1	-3	-2	-2	-5	-5	10	5
COc1ccc2oc(C(=O)NC(C)(C)C)c(C)c2c1	1	-4	.	1	3	-60	.
CCCCCCC(=O)N1C/C=C\C(c2ccc(OC)cc2)N(Cc2ccc(F)cc2)C(=O)[C@H]1Cc1ccccc1 (stereo not given in full)	0	0	.	-7	-14	.	.
